Screens (PubChem)
HEK293 NOD2/NF-kB = NOD2 signaling inhibitors, cell-based, luminescence, uHTS, HEK293 (AID 1566); HEK293 NOD2/NF-kB luciferase reporter, luminescence; higher % means a stronger effect; inhibition, % at 4 µM, or EC50 in µM where a hit was titrated; 290,000 compounds, 0.63% hits; further: many of its hits are not listed in these tables
West Nile antiviral = West Nile virus antiviral activity, cell-based, CPE readout (AID 1621) | West Nile virus-infected cells, CPE inhibition; higher % means a stronger effect | CPE inhibition, % at 10 µM, or IC50 in µM where a hit was titrated | 290,000 compounds, 0.02% hits; in the data active means a potency from the dose series; further: strong numbers were not always called active
KOR beta-arrestin-1 = KOR antagonists, beta-arrestin recruitment, cell-based, luminescence, uHTS (AID 1778); Kappa-type opioid receptor (Homo sapiens); KOR beta-arrestin recruitment, luminescence, antagonist mode; higher % means a stronger effect; one-dose inhibition, % at 10 µM; IC50 in µM for titrated hits; 290,000 compounds, 0.091% hits; further: strong numbers were not always called active
KOR beta-arrestin-2 = KOR agonists, beta-arrestin recruitment, primary screen, cell-based, luminescence, uHTS (AID 1777); Kappa-type opioid receptor (Homo sapiens); KOR beta-arrestin recruitment, luminescence; higher % means a stronger effect; 280,000 compounds, 0.02% hits; one-dose activation, % at 10 µM; EC50 in µM for titrated hits; in the data active means activation above about 50%, passing the limit was not always enough; further: a part of the inactive calls stands beside numbers as strong as those of hits
HIV peptide binding = inhibitors of HIV fusion peptide binding, primary screen, biochemical, uHTS, fluorescence dequenching (AID 1986); 290,000 compounds, 0.3% hits; inhibition, % at 20 µM, or IC50 in µM where a hit was titrated; cell-free peptide binding, fluorescence dequenching, 30 min; higher % means a stronger effect; in the data active means inhibition mostly above about 52%, no sharp cut-off; inactive means mostly below about 76%; further: some results filed as inactive read as strong as hits
Yfh1-off respiration = enhancers of respiration in Yfh1-depleted yeast, dose response, Friedreich's ataxia, plus single-dose screen (AID 1465); 220,000 compounds, 0.074% hits; S. cerevisiae Yfh1-off respiration, WST-1 reduction, 72 h; higher fold induction means a stronger effect; one-dose fold induction at 50 µM; EC50 in µM for titrated hits;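 active means fold induction of absorbance versus untreated yeast above a set limit, then at least 30% activation at any dose in follow-up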;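 further: activators that raise dye reduction in frataxin-depleted yeast; strong numbers were not always called active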
AID2073 = inhibitors of Mint1-CaV2.2 protein interaction, biochemical, HTRF (AID 2073); Voltage-dependent N-type calcium channel subunit alpha-1B (Homo sapiens); HTRF protein-protein interaction, Mint1-CaV2.2; higher % means a stronger effect; one-dose inhibition, % at 20 µM; IC50 in µM for titrated hits; 290,000 compounds, 0.19% hits; in the data active means inhibition mostly above about 51%, no sharp cut-off; further: some results filed as inactive read as strong as hits
Dengue-2 NS5 capping = Dengue-2 NS5 methyltransferase inhibitors, primary screen, biochemical, confirmation dose response (AID 588689) | Genome polyprotein (Dengue virus type 2 (strain 16681-PDK53)) | Dengue-2 NS5 methyltransferase capping enzyme assay, biochemical; higher % means a stronger effect | inhibition, % at 25 µM, or IC50 in µM where a hit was titrated | 340,000 compounds, 0.3% hits; in the data active means a potency from the dose series
NOD1 NF-kB reporter = NOD1 signaling inhibitors, primary screen, cell-based, luminescence, uHTS (AID 1578); inhibition, % at 4 µM, or EC50 in µM where a hit was titrated; 290,000 compounds, 1% hits; NOD1-driven NF-kB luciferase reporter cells, luminescence; higher % means a stronger effect; in the data active means inhibition mostly above about 36%, no sharp cut-off; inactive means mostly below about 34%;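 further: HEK-293T reporter cells stimulated with the NOD1 agonist gamma-tri-DAP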
Dengue-2 NS5 capping pilot replicate = second read-out of Dengue-2 NS5 capping, no call of its own (marks repeat the call); inhibition, %; measured here: pilot screen replicate inhibition
* marks the source's active call; other numbers are inactive results; i = inactive; / = no result given; [ ] = remark or other dose. Unless noted, no stated cut-off is given here; in the data, active means inhibition above about 50%; inactive means the rest. A portion of the library; the hit share may differ from the screen's.

SMILES	HEK293 NOD2/NF-kB	West Nile antiviral	KOR beta-arrestin-1	KOR beta-arrestin-2	HIV peptide binding	Yfh1-off respiration	AID2073	Dengue-2 NS5 capping	NOD1 NF-kB reporter	others
C=CCn1c(NC(=O)c2ccc(Br)o2)c(C(=O)OCC)sc1=S	23%	0.0%	13%	-4.8%	-0.9%	i	41%	2%	13%
O=C(COC(=O)c1ccc(NC(=O)C2CC=CCC2C(=O)O)cc1)c1ccccc1 (configuration not stated)	8%	-0.2%	10%	-4.3%	-1.6%	/	12%	1%	6%
CCn1cc(C2=NOC(C(=O)Nc3c(C)nn(Cc4ccc(F)cc4)c3C)C2)c(C)n1 (configuration not stated)	6%	-0.4%	12%	-1.0%	1.7%	i	8%	-1%	3%
CCCN(C(=O)CSc1nc2ccccc2n1CC)C1CCS(=O)(=O)C1 (configuration not stated)	3%	-0.3%	-47%	9.3%	1.1%	/	-8%	-2%	-10%
Cc1sc(-n2c(C)cc(C=O)c2C)c(C(=O)O)c1C	18%	0.4%	-1%	-1.9%	-2.6%	i	-6%	-10%	12%
Cc1cc(C)nc(NS(=O)(=O)c2ccc(NC(=O)Cc3ccc(F)cc3)cc2)n1	7%	0.0%	12%	-0.6%	0.4%	/	2%	-12%	-26%
O=C(COC(=O)c1cc(=O)[nH]c(=O)[nH]1)Nc1cccc(S(=O)(=O)N2CCOCC2)c1	-3%	0.8%	-4%	/	-1.3%	i	-5%	1%	-16%
COc1cccc(OC)c1C(=O)NC(=O)Nc1c(F)c(F)c(F)c(F)c1F	-2%	-0.6%	-23%	4.7%	0.3%	i	-8%	-2%	0%
COc1cccc(Nc2nc(N)c([N+](=O)[O-])c(N3CCOCC3)n2)c1	5%	-0.1%	-11%	4.4%	-1.5%	/	16%	-1%	-5%
CN1CCN(CC/C=C2/c3ccccc3Sc3ccc(S(=O)(=O)N(C)C)cc32)CC1	14%	0.7%	-39%	4.7%	-1.0%	i	4%	-4%	-12%
COC(=O)c1ccc(-n2c(C)cc(C(=O)CSc3ccc(NC(C)=O)cc3)c2C)cc1	5%	-0.2%	28%	-1.3%	0.0%	i	-19%	-7%	0%
O=[N+]([O-])c1ccc(N2CCN(Cc3ccccc3)CC2)s1	-3%	-1.2%	4%	-0.2%	8.4%	/	1%	-7%	-8%
CCCCNC(=O)C1CCCN(S(=O)(=O)c2ccc(S(=O)(=O)NCC(C)C)cc2)C1 (configuration not stated)	1%	/	17%	-2.0%	1.7%	i	-4%	-6%	6%
O=C1c2cccnc2C(=O)N1c1cccc(-c2nc3ccccc3o2)c1	1%	0.2%	12%	-3.2%	-1.9%	i	12%	0%	-23%
CCOc1cc(C#N)c(NC(=O)c2cccnc2Cl)cc1OCC	6%	-0.2%	-4%	1.9%	-2.8%	i	3%	-6%	-12%
Cc1cc(NS(=O)(=O)c2ccc(C3CCCCC3)cc2)no1	-1%	0.0%	-46%	5.8%	8.4%	i	6%	0%	13%
Cc1ccc(C)c(NC(=O)Cn2c([N+](=O)[O-])cnc2C)c1	1%	-0.2%	-39%	1.5%	2.6%	i	12%	-1%	27%
CCOC(=O)c1cc(NC(=O)c2cccs2)ccc1N1CCOCC1	-14%	-0.2%	-21%	-0.5%	0.9%	i	10%	-2%	-43%
O=C(O)c1cccc(NC(=O)C2CC(=O)N(Cc3ccccc3)C2)c1 (configuration not stated)	-2%	-0.1%	-15%	0.3%	-0.2%	i	10%	0%	-3%
O=C1c2ccccc2-c2cccnc21	8%	-0.1%	29%	-6.7%	-1.4%	/	0%	-1%	-1%
Nc1c(S(=O)(=O)c2cccs2)c2nc3ccccc3nc2n1Cc1cccs1	3%	0.6%	28%	13%	0.3%	i	10%	-3%	8%
CCOC(=O)C(C(C)=O)C(c1ccc(OC)cc1)C(C(C)=O)C(=O)OCC (configuration not stated)	-10%	0.1%	-19%	2.0%	0.8%	i	-4%	-3%	/
CCOCCCNC(=O)c1cn(CC)c2ccc(S(=O)(=O)N3CCC(C)CC3)cc2c1=O	3%	0.1%	10%	3.1%	-0.7%	/	2%	-12%	-2%
Cc1cn(C2CCC(CO)O2)c(=O)[nH]c1=O (configuration not stated)	7%	-0.3%	-21%	-1.7%	1.8%	/	9%	-4%	7%
Cc1nc(C)c(C(=O)Nc2nc3c(C)cccc3s2)o1	-1%	-0.4%	2%	-4.9%	0.4%	i	14%	4%	2%
Next records
SMILES	HEK293 NOD2/NF-kB	West Nile antiviral	KOR beta-arrestin-1	KOR beta-arrestin-2	HIV peptide binding	Yfh1-off respiration	AID2073	Dengue-2 NS5 capping	NOD1 NF-kB reporter	others
Clc1ccc(C(c2nnnn2C2CCCC2)N2CCN(Cc3ccncc3)CC2)cc1 (configuration not stated)	9%	-0.4%	-9%	0.2%	-0.1%	i	-6%	-7%	8%
COc1ccc(/C=C/C(=O)NC2CCCCC2C)cc1 (configuration not stated)	-5%	-0.4%	2%[20 µM]	-4.7%	-0.5%	/	5%	0%	-4%
CCN(c1ccccc1)S(=O)(=O)c1ccc(Cl)c(NC(=O)COC(=O)c2ccc(O)cc2)c1	-13%	-0.2%	-14%	-4.5%	1.0%	i	10%	-2%	-28%
O=C(Nc1ccccc1)O/N=C/c1ccncc1	-5%	0.4%	3%	6.9%	-3.3%	i	0%	-11%	-18%
C=CCCN(C(CC(C)C)C(=O)OC)S(=O)(=O)c1ccccc1Br (configuration not stated)	17%	-1.4%	2%	-3.6%	0.3%	i	3%	4%	5%
COCCCNC(=S)Nc1c(C)cc(C)cc1C	-11%	0.7%	2%	4.5%	-0.2%	i	-14%	-7%	0%
CCn1c(N2CCN(C(=S)NCC(C)C)CC2)nc2ccccc21	18%	-0.9%	13%	-3.4%	-1.4%	i	-8%	-1%	-13%
COc1ccc(/C=C(/NC(=O)c2ccccc2)C(=O)NCCCn2ccnc2)cc1OC	0%	-0.4%	5%	-1.1%	1.4%	/	2%	-10%	-32%
Cc1nnc(SCC(=O)NNC(=O)C(C)C)[nH]c1=O	-6%	-0.5%	-1%	6.3%	2.0%	i	-7%	1%	-29%
Cn1cc[n+](C)c1COc1ccc(C=O)cc1	-1%	0.2%	-13%[20 µM]	-6.1%	0.8%	/	10%	-5%	-10%	Dengue-2 NS5 capping pilot replicate=-2.7
COc1ccccc1C(=O)Nc1ccnn1C1CCN(CCC(C)c2ccc(C)o2)CC1 (configuration not stated)	16%	-0.5%	0%	4.5%	0.8%	/	44%	-3%	-4%
CN(C)c1ccc(C(CNS(=O)(=O)c2ccc3ccccc3c2)c2c[nH]c3ccccc23)cc1 (configuration not stated)	-1%	-0.9%	6%	5.3%	3.0%	i	10%	-1%	-14%
CN(C)C(=S)Nc1ccc([N+](=O)[O-])cc1	-21%	1.3%	29%	3.7%	-1.1%	i	-24%	-10%	-3%
Cc1ccc(S(=O)(=O)N/N=C/c2cccc3c2OCCO3)cc1	12%	0.1%	-42%	3.7%	-3.3%	i	0%	-7%	-7%
CCOC(=O)N1CCN(C(=O)c2ccc3c(c2)N(Cc2cccc(Cl)c2)C(=O)c2ccccc2S3=O)CC1 (configuration not stated)	24%	-0.1%	-6%	4.7%	-1.0%	/	11%	4%	12%
COC(=O)[C@@H]1C[C@@]2(O)[C@@H](O)[C@@H](O)[C@@H](O)C[C@H]2N1Cc1ccc(Cl)cc1	5%	0.0%	13%	1.6%	-0.7%	i	4%	-6%	18%
S=c1[nH]nc(-c2ccco2)n1/N=C/c1ccccn1	2%	0.4%	14%	-2.5%	-1.6%	i	-10%	/	-24%
Cc1cc(S(=O)(=O)NC2CCN(Cc3ccccc3)CC2)c(C)cc1Cl	30%	-1.3%	-1%	8.2%	-0.9%	i	-8%	2%	5%
O=C1N(O)C2(C=CCCC2)/C(=N\O)C12CCCCC2 (configuration not stated)	14%	0.5%	16%	-1.7%	0.1%	i	6%	2%	-21%
Cc1ccc(/C=C/C(=O)NCc2ccncc2)cc1	10%	-0.2%	5%	-2.8%	3.6%	i	3%	-5%	-11%
Cc1ccc(-n2c(=O)c3c4c(sc3n(Cc3cc(=O)n5ccccc5n3)c2=O)CCC4)cc1C	15%	-1.2%	23%	3.0%	-1.2%	i	-1%	0%	-21%
OCCN1CCN(c2ncnc3sc(-c4ccccc4)cc23)CC1	-18%	-0.1%	-15%	-2.3%	-1.6%	i	-6%	1%	0%

Of the compounds above, these contain a halogen:
SMILES	HEK293 NOD2/NF-kB	West Nile antiviral	KOR beta-arrestin-1	KOR beta-arrestin-2	HIV peptide binding	Yfh1-off respiration	AID2073	Dengue-2 NS5 capping	NOD1 NF-kB reporter	others
C=CCn1c(NC(=O)c2ccc(Br)o2)c(C(=O)OCC)sc1=S	23%	0.0%	13%	-4.8%	-0.9%	i	41%	2%	13%
CCn1cc(C2=NOC(C(=O)Nc3c(C)nn(Cc4ccc(F)cc4)c3C)C2)c(C)n1 (configuration not stated)	6%	-0.4%	12%	-1.0%	1.7%	i	8%	-1%	3%
Cc1cc(C)nc(NS(=O)(=O)c2ccc(NC(=O)Cc3ccc(F)cc3)cc2)n1	7%	0.0%	12%	-0.6%	0.4%	/	2%	-12%	-26%
COc1cccc(OC)c1C(=O)NC(=O)Nc1c(F)c(F)c(F)c(F)c1F	-2%	-0.6%	-23%	4.7%	0.3%	i	-8%	-2%	0%
CCOc1cc(C#N)c(NC(=O)c2cccnc2Cl)cc1OCC	6%	-0.2%	-4%	1.9%	-2.8%	i	3%	-6%	-12%
Clc1ccc(C(c2nnnn2C2CCCC2)N2CCN(Cc3ccncc3)CC2)cc1 (configuration not stated)	9%	-0.4%	-9%	0.2%	-0.1%	i	-6%	-7%	8%
CCN(c1ccccc1)S(=O)(=O)c1ccc(Cl)c(NC(=O)COC(=O)c2ccc(O)cc2)c1	-13%	-0.2%	-14%	-4.5%	1.0%	i	10%	-2%	-28%
C=CCCN(C(CC(C)C)C(=O)OC)S(=O)(=O)c1ccccc1Br (configuration not stated)	17%	-1.4%	2%	-3.6%	0.3%	i	3%	4%	5%
CCOC(=O)N1CCN(C(=O)c2ccc3c(c2)N(Cc2cccc(Cl)c2)C(=O)c2ccccc2S3=O)CC1 (configuration not stated)	24%	-0.1%	-6%	4.7%	-1.0%	/	11%	4%	12%
COC(=O)[C@@H]1C[C@@]2(O)[C@@H](O)[C@@H](O)[C@@H](O)C[C@H]2N1Cc1ccc(Cl)cc1	5%	0.0%	13%	1.6%	-0.7%	i	4%	-6%	18%
Cc1cc(S(=O)(=O)NC2CCN(Cc3ccccc3)CC2)c(C)cc1Cl	30%	-1.3%	-1%	8.2%	-0.9%	i	-8%	2%	5%
